D2 ag: D2 dopamine receptor (human) agonism; AID 485358; activation, % at 2 µM; P14416; HEK293 T-REx D2 cells, calcium flux agonist mode; 340,000 compounds, 0.53% hits;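 active means activation over 3 SD above normal in the single-dose calcium agonist read, cut at about 30% in these data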; further: 0% is about no effect
Target sequence (P14416 whole entry, looked up): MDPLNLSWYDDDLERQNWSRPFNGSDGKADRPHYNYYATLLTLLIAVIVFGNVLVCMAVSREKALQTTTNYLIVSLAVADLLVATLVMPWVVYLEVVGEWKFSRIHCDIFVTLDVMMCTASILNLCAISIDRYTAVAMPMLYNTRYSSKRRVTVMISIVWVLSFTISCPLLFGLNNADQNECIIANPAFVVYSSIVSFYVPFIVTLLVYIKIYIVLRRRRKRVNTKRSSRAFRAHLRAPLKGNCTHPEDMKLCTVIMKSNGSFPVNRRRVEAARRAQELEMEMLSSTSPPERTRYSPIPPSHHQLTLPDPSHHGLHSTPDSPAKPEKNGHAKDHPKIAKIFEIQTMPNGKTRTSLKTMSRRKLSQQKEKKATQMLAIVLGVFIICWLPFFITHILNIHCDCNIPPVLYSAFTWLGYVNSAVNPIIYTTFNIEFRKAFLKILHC
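Tetracycline-induced HEK293 T-REx cells with force-coupled D2 receptor, plated overnight at 30 C, loaded with no-wash calcium dye. After a 10 s baseline, compound was pin-added and calcium flux read kinetically for 180 s; calcium rises flagged agonists.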
LDHA inh: LDHA (human) enzyme inhibition; P00338; activity change, % (values are at about 110 or 230 µM); 480,000 compounds, 0.15% hits; AID 1347041; purified LDHA, NADH/diaphorase-resazurin fluorescence; hits give low values; in the data active means activity change below about -30%; inconclusive means mostly about -25% to -30%;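 further: plate controls were DMSO wells for no effect and wells without enzyme for full effect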
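Human LDH5 (2 nM) was incubated with 0.06 mM NADH and 0.2 mM pyruvate for 5 min at room temperature in Tris pH 7.4. Remaining NADH was coupled through diaphorase/resazurin, and resorufin fluorescence was read at 0 and 20 min.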
12-LOX inh: blocks human arachidonate 12S-lipoxygenase. AID 1671190. purified 12hLO, xylenol orange hydroperoxide absorbance. 580,000 compounds, 1.1% hits. P18054. Potency, µM (series often up to 108 µM), for inactives: at the highest dose activity change, negative = inhibition, hits mostly inhibitors; further: potency means the concentration at half of the fitted maximal effect; on the % scale 0 is the no-effect control and ±100 the full control effect
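Hydroperoxide product was detected by ferrous iron/xylenol orange as the 573 to 405 nm absorbance ratio. Arachidonic acid at 40 uM (final) was turned over for 30 min at room temperature by 150 nM human 12hLO, pH 7.0 Hepes buffer, after 15 min compound preincubation.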
RGS4 inh: human RGS4 inhibition; Transcreener GDP fluorescence polarization, RGS4-accelerated GTP hydrolysis; P49798; 390,000 compounds, 0.039% hits; Potency, µM (titrated, usually from 114 µM), inactives show at the highest dose activity change, negative = inhibition, actives largely listed as inhibitors; further: potency means the concentration at half of the fitted maximal effect; on the % scale 0 is the no-effect control and ±100 the full control effect; nearly all actives have a fitted effect of over 75% in size; some results filed as inactive show a strong effect at the top dose
Target sequence (P49798 whole entry, looked up): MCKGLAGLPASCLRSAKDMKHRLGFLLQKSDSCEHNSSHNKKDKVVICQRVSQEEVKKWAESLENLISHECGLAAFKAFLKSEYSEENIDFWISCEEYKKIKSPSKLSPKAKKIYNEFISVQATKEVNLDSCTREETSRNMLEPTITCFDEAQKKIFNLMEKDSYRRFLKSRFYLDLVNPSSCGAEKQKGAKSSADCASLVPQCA
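MLSMR compounds (23 nl, pin-transferred) preincubated 10 min at room temperature with a 500nM (2x) first reagent, then RGS4 at 900nM (2x) plus Transcreener GDP mix added; fluorescence polarization (620/688 nm) read before and after 90 min at 30 °C.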
Vif-A3F inh: inhibitors of Vif-A3F interaction | HeLa A3F-eYFP + Vif (tagged APOBEC3F with the HIV-1 protein that degrades it), YFP fluorescence increase | AID 602313 | 390,000 compounds, 0.2% hits | Potency, µM (titrated, usually from 46.1 µM), inactives show at the top dose activity, negative = active; further: potency means the concentration at half of the fitted maximal effect; % of control where 0% means no effect; nearly all actives have a fitted effect of over 65% in size
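Fluorescence increase (Ex 488/Em 500-530) after overnight compound treatment at 37 deg C flags inhibition of Vif-driven A3F-eYFP loss in stable HeLa A3F-eYFP/Vif cells seeded overnight beforehand.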
GRP78 ERSR act: inducers of ER stress response in human glioma cells | 420,000 compounds, 0.02% hits | Potency, µM, for the others: at the top dose activation, usual class: activators | U87-MG GRP78 promoter luciferase reporter, 16 h; further: potency means the concentration at half of the fitted maximal effect; series mostly up to about 76 µM; % of control where 0% means no effect; nearly all actives have a fitted effect of over 35% in size
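Stably transfected U87-MG glioma cells carrying a GRP78-based luciferase sensor; 16 h compound incubation. Luminescence end-point read 10 min after Bright-Glo addition at room temperature.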
D2 antag: antagonists of human D2 dopamine receptor; P14416; HEK293 TREx D2 cells, calcium flux, dopamine EC80; inhibition, % at 10 µM; 340,000 compounds, 2% hits; AID 485344; in the data active means inhibition above about 30%; further: 0% is about no effect
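Overnight-induced (tetracycline, 30 C) HEK293 T-REx cells carrying force-coupled D2 receive a no-wash calcium dye, then compound, then EC80 dopamine at 180 s; signals are read kinetically throughout.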
Vif-A3G inh: Vif-A3G binding inhibition; Q9HC16; HeLa A3G-eYFP + Vif (tagged APOBEC3G with the HIV-1 protein that degrades it), YFP fluorescence, overnight; Potency, µM (doses to about 46.1 µM), inactives show top-dose activity, negative = active, usual class: inhibitors; 410,000 compounds, 0.076% hits; AID 602310;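 further: potency means the concentration at half of the fitted maximal effect; on the % scale 0 is the no-effect control and ±100 the full control effect; nearly all actives have a fitted effect of over 60% in size; hits raise eYFP signal because A3G escapes Vif-driven loss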
Target sequence (Q9HC16 whole entry, looked up): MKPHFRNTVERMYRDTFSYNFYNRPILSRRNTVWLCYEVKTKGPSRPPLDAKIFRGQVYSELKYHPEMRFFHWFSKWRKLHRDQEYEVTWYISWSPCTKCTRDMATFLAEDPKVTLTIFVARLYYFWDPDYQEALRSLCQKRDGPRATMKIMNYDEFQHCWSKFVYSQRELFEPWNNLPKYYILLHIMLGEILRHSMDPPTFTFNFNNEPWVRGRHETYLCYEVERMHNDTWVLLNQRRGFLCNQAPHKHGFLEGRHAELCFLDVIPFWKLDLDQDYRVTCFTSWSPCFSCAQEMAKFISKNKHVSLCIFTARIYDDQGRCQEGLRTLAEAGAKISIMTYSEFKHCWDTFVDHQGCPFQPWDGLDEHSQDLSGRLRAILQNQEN
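HeLa cells stably expressing Vif and C-terminally eYFP-tagged A3G, seeded overnight at 37 deg C, then exposed to compound by pintool overnight at 37 deg C. Rise in yellow fluorescence (Ex 488/Em 500-530, Acumen) marks blocked Vif-driven A3G degradation.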
ERG-DNA inh: ERG Ets/DNA interaction inhibition. P11308. fluorescence polarization, His-ERG Ets domain / labelled DNA. Potency, µM (titrated, usually from 76.9 µM), for inactives: at the highest dose FP activity, negative = inhibition, hits mostly inhibitors. 370,000 compounds, 0.028% hits; active means well fitted inhibition curve with a large enough effect in the polarisation, with a control signal flat; inconclusive means small, poorly fitted or top-dose-only effect, or effect the other way, or a change in a side signal; inactive means no such curve, though single readings can be large or run the other way; the % refers to the polarisation;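 further: polarization taken with two DNA probes labelled with fluorescein and Texas red; potency means the concentration at half of the fitted maximal effect; % of control where 0% means no effect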
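His-tagged ERG Ets domain (1 uM in the protein solution; 300mM KCl, 50mM Tris-HCl, 1mM EDTA, 1mM DTT, pH 7.5) received compound, then a probe mix of 5 nM fluorescein-DNA and 100nM Texas-615-DNA. Fluorescence polarization was read for both dyes.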
* marks the source's active call; other numbers are inactive results; ? = inconclusive; . = not tested or not shown; & = joins results of further samples; [ ] = remark or other dose. Unless noted, the call rests on the fitted dose curve; in most records, active means well fitted curve in the direction sought with a large enough effect; inconclusive means small, poorly fitted or top-dose-only effect, or another doubt; inactive means no such curve, though single readings can be large; an effect the other way counts as inactive or inconclusive. Some of the compounds tested. The share of hits here may be higher or lower than overall.

SMILES	D2 ag	LDHA inh	12-LOX inh	RGS4 inh	Vif-A3F inh	GRP78 ERSR act	D2 antag	Vif-A3G inh	ERG-DNA inh
O=S(=O)(/C=C/c1ccccc1)N1CCN(c2nc(-c3ccccc3)nc3ccccc23)CC1	0.3	-1	0%	11%	-22%	-2%	-10	1%	-3%
Cc1ccc(C2c3[nH]c4ccccc4c3C[C@H]3C(=O)N(c4ccccc4C(=O)N4CCC[C@H]4C(=O)O)C(=O)N23)cc1 (some centres not stated)	0.2	-15	?	-11%	-4%	-2%	-10	3%	2%
COc1ccc(C(=O)C2CCCN(C(=O)c3ccoc3C)C2)cc1F (configuration not stated)	-1.7	-1	0%	-15%	-20%	-4%	-3	-1%	-15%
Cc1ncsc1CCOC(=O)c1ccccc1	-0.1	-13	-7%	27%	1%	3%	10	1%	10%
CC(=O)c1c(OCC(=O)N(C)C2CCCCC2)ccc2c(C)cc(=O)oc12	.	-6	349%[activator]	20%	1%	-4%	.	-4%	-8%
O=C(COC(=O)C12CC3CC(CC(O)(C3)C1)C2)Nc1ccc(Br)cc1F	1.1	-3	176%[activator]	-6%	-1%	3%	-1	0%	-19%
CC(=O)Nc1ccc(Nc2ncnc3c2nnn3Cc2ccccc2Cl)cc1	-0.2	-6	-6%	9%	4%	-2%	-4	-10%	4%
CC(C)CN1C(=O)c2ccc(C(=O)Nc3ccccn3)cc2C1=O	-0.3	-7	0%	24%	5%	5%	-3	-1%	-9%
Cc1ccc(C)c(NC(=O)C2CCN(S(=O)(=O)c3c(C)noc3/C=C/c3cccs3)CC2)c1	-0.2	-16	-19%	12%	2%	-3%	.	5%	?
COC(=O)CCNC(=O)N1CCN(c2nnc(C)c3c(C)n(-c4ccc(Cl)cc4)nc23)CC1	-0.7	-7	-14%	-16%	.	.	.	.	-2%
CCOCCCNC(=O)Cc1ccc(-n2c(CC)nc3cccnc32)cc1	-1.3	-4	-1%	-5%	-2%	-2%	11	-4%	-14%
CC(C)OC(=O)c1cc2c(=O)[nH]c(C(Cl)(Cl)Cl)nc2o1	-1.2	2	7%	-13%	2%	-1%	3	-3%	2%
COCC(C)NS(=O)(=O)c1ccc(N2CCCCS2(=O)=O)cc1 (configuration not stated)	1.2	-5	-26%	21%	0%	-3%	.	6%	-1%
Cc1ccc(-c2cn3cccnc3n2)cc1NC(=O)C(C)(C)Oc1ccc(Cl)cc1	0.4	3	-21%	15%	0%	-1%	.	-2%	1%
O=C(COc1ccc(S(=O)(=O)N2CCCCC2)cc1)NC1CCCCC1	0.1	-5	2%	-20%	-5%	1%	-15	2%	1%

The closing 7 records of the section above come first, to join the parts:
SMILES	D2 ag	LDHA inh	12-LOX inh	RGS4 inh	Vif-A3F inh	GRP78 ERSR act	D2 antag	Vif-A3G inh	ERG-DNA inh
Cc1ccc(C)c(NC(=O)C2CCN(S(=O)(=O)c3c(C)noc3/C=C/c3cccs3)CC2)c1	-0.2	-16	-19%	12%	2%	-3%	.	5%	?
COC(=O)CCNC(=O)N1CCN(c2nnc(C)c3c(C)n(-c4ccc(Cl)cc4)nc23)CC1	-0.7	-7	-14%	-16%	.	.	.	.	-2%
CCOCCCNC(=O)Cc1ccc(-n2c(CC)nc3cccnc32)cc1	-1.3	-4	-1%	-5%	-2%	-2%	11	-4%	-14%
CC(C)OC(=O)c1cc2c(=O)[nH]c(C(Cl)(Cl)Cl)nc2o1	-1.2	2	7%	-13%	2%	-1%	3	-3%	2%
COCC(C)NS(=O)(=O)c1ccc(N2CCCCS2(=O)=O)cc1 (configuration not stated)	1.2	-5	-26%	21%	0%	-3%	.	6%	-1%
Cc1ccc(-c2cn3cccnc3n2)cc1NC(=O)C(C)(C)Oc1ccc(Cl)cc1	0.4	3	-21%	15%	0%	-1%	.	-2%	1%
O=C(COc1ccc(S(=O)(=O)N2CCCCC2)cc1)NC1CCCCC1	0.1	-5	2%	-20%	-5%	1%	-15	2%	1%
O=C(N=C1SC2CS(=O)(=O)CC2N1Cc1ccc(F)cc1)C1CC1 (configuration not stated)	1.1	-3	26%	-5%	-3%	-1%	-8	3%	4%
O=C(NC1CCCC1)c1ccc(CS(=O)(=O)c2cccc(C(F)(F)F)c2)o1	-1.2	1	-17%	-36%	0%	0%	3	0%	18%
Cc1cccc(NS(=O)(=O)c2ccc(-n3cccn3)cc2)c1C	0.4&-0.8	-5&-2	-1%&-16%	11%&1%	-9%&0%	-4%&-4%	-48	2%&-2%	-7%&0%
O=C(/C=C/c1ccco1)NCC1COc2ccccc2O1 (configuration not stated)	0.7	0	?	?	-1%	1%	24	1%	-6%
COc1ccc(N2C(=NC(=O)C3CCCCC3)SC3CS(=O)(=O)CC32)c(OC)c1 (configuration not stated)	0.3	-1	1%	-56%[56.9 µM]	-5%	-1%	-2	5%	14%
CCCOc1ccc(C2C(=O)N(C3CCCCCC3)CC(=O)N2Cc2ccco2)cc1OC (configuration not stated)	-0.8	-8	7%	-6%	-8%	-1%	4	-10%	1%
O=C(Nc1nccs1)c1cc(-c2ccco2)nc2ccccc12	0.6	0	45µM*	-37%	-6%	0%	-7	-10%	6%
CCCCN1CC(c2nc3ccccc3n2CCCCOc2ccc(C)c(C)c2)CC1=O (configuration not stated)	0.7	0	-14%	32%	0%	-6%	.	-10%	-5%
Cn1c(=O)cc(SCC(=O)NCc2ccc(F)cc2)c2ccccc21	-0.8	-1	-19%	-11%	0%	-3%	-15	?	-11%
Cc1noc(C)c1COC(=O)CCN1c2ccccc2Sc2ccccc21	-0.5	4	0%	-53%[56.9 µM]	-6%	-5%	-4	0%	-2%
O=C(CSc1nc2c([nH]c3ccccc32)c(=O)n1-c1ccc(Cl)cc1)N1CCOCC1	0.6	1	-1%	-16%	-2%	0%	.	-1%	2%
N/C(=N\OC(=O)CCC1CCCC1)c1ccc(Br)cc1	-0.2	-3	1%	-4%	4%	-2%	-3	0%	-1%
COc1ccccc1N1CCc2c(C)nc3c(OC)cccc3c21	-0.6	-4	.	-3%	0%	-6%	-1	5%	5%
O=c1[nH]c(/C=C/c2ccccc2Cl)nc2ccccc12	.	-6	?	-10%	-20%	3%	.	?	-5%
COc1cccc(C(=O)NN2C(=O)C3C4C=CC(O4)C3C2=O)c1 (configuration not stated)	-1.6	-9	428%[activator]	13%	0%	-1%	-13	3%	0%
O=C(CNC(c1ccccc1)c1ccccc1)Nc1ccccc1F	-1.6	2	-15%	19%	3%	-2%	-9	-3%	-2%
COc1cc(=O)n(C)c2cc(N(C)C)ccc12	-1.4	12	0%	2%	-10%	2%	12	-3%	12%
CSc1ccccc1NC(=O)CN(C)C(=O)c1c(C)nn(Cc2ccccc2)c1C	.	-7	11%	-22%	-10%	-2%	.	-1%	1%[15.4 µM]
COc1cc(CCCN2CCNC[C@@H]2C(C)O)cc(OC)c1OC (some centres not stated)	0.4	0	-1%	-1%	0%	-6%	-8	0%	2%
O=C(NCc1ccco1)c1ccc2sc([C@H]3C[C@H](O)[C@@H](CO)O3)nc2c1	.	-11	3%	.	.	-1%	.	-5%	.
CN1CCN(C(c2cccc(Br)c2)c2sc3nc(-c4ccco4)nn3c2O)CC1 (configuration not stated)	-0.1	-3	-9%	18%	-3%	-2%	.	-6%	-3%
CCOC(=O)/C=C1\SCC(=O)N1CC(=O)NC(C)c1ccc(F)cc1 (configuration not stated)	-0.4	2	?	-9%	-15%	-2%	-6	-1%	.
Cc1ccc2c(CN3CCN(c4ccccc4F)CC3)cc(=O)oc2c1	.	5&-1	-10%&-14%	.	.	-1%	.	-3%	.
CCOC(=O)c1c(/N=C/C2=C(O)CCCC2=O)sc(C)c1C	.	8	-15%	-28%	-27%	-7%	.	-1%	12%
CCOC(=O)c1ccc(Nc2cnc3ccccc3n2)cc1	1.2	-3	29%	-6%	-53%	10%	-16	-6%	4%
O=C(COc1ccc(Br)cc1Cl)NC1CCN(Cc2ccccc2)CC1	0.7	-1	268%[activator]	7%	-23%	-6%	67*	1%	-10%
COc1ccc([N+](=O)[O-])cc1N(CC(O)CN(C)C)S(=O)(=O)c1ccccc1 (configuration not stated)	0.5	0	-7%	-21%	1%	-3%	-15	0%	-2%
O=C(Cc1ccc(S(=O)(=O)N2CCOCC2)s1)Nc1ccc(N2CCOCC2)cc1	0.9	0	2%	-25%	0%	2%	15	0%	-4%
Cc1ccccc1CSCCNC(=O)c1ccccc1	-0.2	-6	4%	-9%	0%	-1%	10	0%	2%
Cn1nnnc1SCC(=O)Nc1ccc2c(c1)OCO2	1.4	-4	-9%	4%	2%	-2%	9	0%	15%

Compound activity (PubChem)
